# ROC1-CUL1 inh = human ROC1-CUL1 E3 ligase inhibition | hit rate 0.6% among 140,000 | P62877+Q13616 | in vitro K48 di-Ub FRET, acceptor:donor ratio, 45 min | inhibition, % at 10 µM; in the data active = inhibition above about 25%
# Target sequence (P62877 whole entry, looked up): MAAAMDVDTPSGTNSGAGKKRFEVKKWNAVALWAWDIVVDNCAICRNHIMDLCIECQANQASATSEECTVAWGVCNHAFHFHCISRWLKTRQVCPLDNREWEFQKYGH
# Target sequence (Q13616 whole entry, looked up): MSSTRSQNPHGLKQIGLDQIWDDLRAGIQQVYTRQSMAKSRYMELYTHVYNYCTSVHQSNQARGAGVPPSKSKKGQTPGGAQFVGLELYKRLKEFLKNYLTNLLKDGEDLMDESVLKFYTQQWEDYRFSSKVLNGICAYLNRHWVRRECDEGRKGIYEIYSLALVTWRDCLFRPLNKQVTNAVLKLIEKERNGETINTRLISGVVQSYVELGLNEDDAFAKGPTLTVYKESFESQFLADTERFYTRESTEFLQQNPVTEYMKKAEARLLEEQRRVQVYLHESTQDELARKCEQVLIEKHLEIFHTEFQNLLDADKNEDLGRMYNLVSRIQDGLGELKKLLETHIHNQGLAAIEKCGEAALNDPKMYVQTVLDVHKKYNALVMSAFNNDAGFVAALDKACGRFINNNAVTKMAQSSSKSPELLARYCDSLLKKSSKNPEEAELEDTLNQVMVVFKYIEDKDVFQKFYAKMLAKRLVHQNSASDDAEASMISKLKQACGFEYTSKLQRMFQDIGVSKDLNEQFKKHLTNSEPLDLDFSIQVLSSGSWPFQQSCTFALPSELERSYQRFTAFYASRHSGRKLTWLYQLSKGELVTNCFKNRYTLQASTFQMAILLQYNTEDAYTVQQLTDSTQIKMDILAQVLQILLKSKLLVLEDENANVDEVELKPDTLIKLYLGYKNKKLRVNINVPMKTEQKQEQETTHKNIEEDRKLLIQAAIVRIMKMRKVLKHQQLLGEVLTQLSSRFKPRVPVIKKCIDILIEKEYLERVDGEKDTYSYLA
# The depositor's hits bear a star.
SMILES,ROC1-CUL1 inh
CCCCSc1cnn(-c2ccccc2)c(=O)c1SCc1ccccc1,-2
COc1ccccc1Oc1ncccc1CNC(=O)c1occc1C,-7
CCCc1ccc(C(=O)N2CCN(c3cccc(C)c3C)CC2)cc1,7
CC(=O)Nc1c(C)nc(C)[nH]c1=O,-4
CCOC(=O)c1ccc(N2C(=O)c3cccc4c(C(=O)O)ccc(c34)C2=O)cc1,13
COC(=O)c1ccc(CSc2nc3c([nH]c4ccccc43)c(=O)n2-c2cccc(OC)c2)o1,5
COC(=O)c1sccc1S(=O)(=O)N(CC(=O)NCc1ccc(C)cc1)c1ccc(C)c(C)c1,2
NC(=O)Cn1c(=O)n(CCCCCC(=O)NCc2ccccc2)c(=O)c2sccc21,-3
CCOCCc1nn2c(=O)cc(COC(=O)c3ccccc3NC(=O)c3ccc(C)cc3)nc2s1,-2
Cc1cc(Br)cc(C)c1OCC(=O)N/N=C/c1cn[nH]c1-c1ccccc1,-8
CCc1ccc(C(=O)c2cnc3ccc(C)cc3c2S(=O)(=O)c2ccc(OC)cc2)cc1,0
Cc1noc(C)c1CC(=O)NC1CCCc2nc(-c3ccccc3)ncc21 (stereo unspecified),-5
COc1ccc2c(c1)CCc1cnc(-n3ncc(C(=O)N(C)CC4COCCO4)c3C3CC3)nc1-2 (stereo unspecified),10
CC(C)(C)n1c(-c2ccccc2)csc1=Nc1ccccc1,6
Cc1cccc(NC(=O)Cn2nnc(C(=O)Nc3ccc(F)c(Cl)c3)c2N)c1,-2
Cc1nn(C)c2c1c(C(F)(F)F)cc(=O)n2CC(=O)NCCC(C)C,2
O=C(c1ccc(CSc2nc3ccncc3n2Cc2ccc(F)cc2)cc1)N1CCCCCC1,11
CCc1sc(N)nc1C(=O)OC,-14
CC(=O)NC(=S)Nc1ccc(Nc2ccccc2)cc1,-6
COc1ccc(/C(C)=N/NC(=O)c2oc3ccccc3c2C)cc1,6
CCOC(=O)c1c(C)[nH]c(C)c1S(=O)(=O)N1CCC(C(=O)Nc2ccc(OC)c(OC)c2)CC1,1
O=C(c1ccoc1)N1CCCC(CO)(CCc2ccccc2)C1 (stereo unspecified),2
Cc1ccc2nc(Br)c3cc(C)oc3c2c1,0
CCOC(=O)c1cc(OC(=O)c2ccccc2F)n(-c2ccccc2)n1,3
CCC(C)NS(=O)(=O)c1ccc(NC(=O)Nc2ccccc2)cc1 (stereo unspecified),5
Cc1ccccc1C(=O)Nc1nc(-c2ccc(Br)cc2)ns1,4
Cc1ccc([N+](=O)[O-])cc1NC(=O)C(C)n1nnc(-c2ccccc2)n1 (stereo unspecified),-5
O=C(COC(=O)c1ccc(Br)cc1)c1ccc(OC(=O)c2ccco2)cc1,-2
O=C(O)COc1ccccc1/C=N\NC(=O)c1[nH]nc2c1CCc1ccccc1-2,-2
Cc1ccc(-n2ncc(C(=O)NCCN3CCc4ccccc4C3)c2C2CCN(C(=O)OC(C)(C)C)CC2)cc1C,-6
Cc1ccc(NC(=O)c2ccccc2Cl)cc1O,-7
O=C(COc1ccc2c(c1)CCCC2)NCC(=O)N/N=C/c1ccc(OCc2ccc(F)cc2)cc1,3
O=C(OC1CC2CCC1C2)c1cc2cc(Cl)ccc2oc1=O (stereo unspecified),0
CC(CNC(=O)Cn1ccc2cc(S(=O)(=O)N3CCCCCC3)ccc21)c1ccccc1 (stereo unspecified),-8
CCN(CC)C(=O)C1CCCN(c2ncnc3onc(C)c23)C1 (stereo unspecified),-6
CN1C(=O)C(=Cc2cccc([N+](=O)[O-])c2O)C(=O)N(C)C1=O,-4
O=C(CSc1nccn1Cc1ccc(F)cc1)Nc1nc2ccccc2s1,3
CCN(CC)CCN(CC)C(=O)Cn1nnnc1CN1CCOCC1,-1
CCOc1ccc(NC(=S)N(Cc2ccccc2)Cc2cc3cc(C)ccc3[nH]c2=O)cc1,-10
Cc1ccc(N2CCN(CCCCN3C(=O)C4CCCN4C3=O)CC2)cc1 (stereo unspecified),11
Cn1cc(-c2nc(-c3ccccc3)c(-c3ccc([N+](=O)[O-])cc3)[nH]2)c2ccccc21,-2
COc1cc(C2c3c(n[nH]c3-c3cccc4ccccc34)OC(=N)C2C#N)cc(OC)c1OC (stereo unspecified),12
CCOc1ccc(CCNC(=O)c2oc(=O)c3ccccc3c2-c2ccc(C)cc2)cc1OCC,1
COc1ccc(-c2nc3cc(C(C)C)ccc3o2)cc1NC(=O)c1ccccc1[N+](=O)[O-],-10
COc1ccc(C(=O)NC(=S)N2CCCCCC2)cc1,0
O=C(O)C1CSC(c2ccccc2Cl)N1C(=O)c1cccc(Cl)c1 (stereo unspecified),-5
Cc1ccc(NC(=O)CN2C(=O)S/C(=C\c3ccc(Sc4nc5ccccc5[nH]4)o3)C2=O)cc1,1
O=C(Nc1nc(-c2ccccc2)ns1)c1ccccc1Cl,4
CC(C)CC(C)NC(=O)COc1ccc(Cl)cc1Cl (stereo unspecified),-7
COCC1CCCN(C(=O)c2ccc(N(C)CC(C)C)nc2)C1 (stereo unspecified),-6
CC12CCC(C3=C1N=NC3)C2(C)C (stereo unspecified),1
COc1cc(C)c(C(C)C)cc1S(=O)(=O)N1CCN(c2ccc(C)c(C)c2)CC1,-5
CCCOc1cccc(C(=O)Nc2cccc(NC(=O)c3ccc(C(C)(C)C)cc3)c2)c1,9
CC(=O)N(c1ccc2oc3c(c2c1)CCCC3)S(=O)(=O)c1ccccc1,3
COc1ccc(-n2nc(C(=O)N3CCN(c4ccccc4OC)CC3)c3c4ccccc4n(C)c3c2=O)cc1Cl,-2
Clc1ccc(-c2oncc2N=Nc2ccccc2)cc1,6
CCN1CCN(c2ncc3c(n2)CCN(Cc2ccc(C)s2)C3)CC1,-3
Cc1cccn2c(=O)cc(CSc3nnc(NC(=O)COc4ccc(F)cc4)s3)nc12,8
O=C(CCn1cnc2ccccc2c1=O)Nc1cccc(Cl)c1Cl,-6
CSc1ccc(/C=C/c2nc3ccccc3n2S(=O)(=O)c2ccc(Br)cc2)cc1,11

# Following part:
SMILES,ROC1-CUL1 inh
CCC1=NN2C(=N)/C(=C\c3cn(CCOc4ccc(Cl)cc4)c4ccccc34)C(=O)N=C2S1,7
COc1ccc(NC(=O)CSc2nnc(-c3cnn(-c4ccccc4)c3-n3cccc3)o2)cc1,2
Cn1c(=O)c2c(nc3n(Cc4ccccn4)c(-c4ccc(Br)cc4)cn23)n(C)c1=O,-9
COc1ccccc1N1CCN(c2ccc(=O)n(CC(=O)NCc3ccc(OC(C)C)cc3)n2)CC1,3
NC1=Nn2c(nnc2-c2ccccc2)SC1,-3
COCc1nnc(SCC(=O)NCCc2ccccc2)n1-c1cccc2ccccc12,10
CCOC(=O)C1C(C)=NC(=S)NC1c1ccc(OC)c(COc2ccc(Cl)cc2)c1 (stereo unspecified),12
Cc1ccc(NC(=O)CN2Cc3ccccc3C2=O)c(C)c1,-5
CC(C)CC(=O)NC1(C(F)(F)F)C(=O)N=C2C1C(=O)N(C)C(=O)N2C (stereo unspecified),-5
Cc1cccc(N(C)c2ccc3cc(S(=O)(=O)N4CCCC4)ccc3n2)c1,-6
c1ccc(-n2ncc3c2ncn2nc(CSc4nc5ccccc5s4)nc32)cc1,-6
Cc1cccc(C(=O)Nc2cc(-c3cccc(C)c3)[nH]n2)c1,2
Cc1cccc(NC(=O)CSc2nc3ccc(NC(=O)COc4ccccc4F)cc3s2)c1,-5
COc1ccc(CNC(C)c2cnc(-c3ccncc3)nc2C)c(F)c1 (stereo unspecified),-5
COC(=O)c1c(SC)nc2ccccc2c1OCc1ccc(C)cc1,-5
Cc1ccc(Cc2nnc3n(-c4cccc(C)c4)nc(C(=O)c4ccccc4)n3c2=O)cc1,1
O=C(Cc1ccc(F)cc1)N1CCC(C2(c3ccccn3)NC(=O)N(CC3CCCO3)C2=O)CC1 (stereo unspecified),8
O=C(CCn1cccn1)N(Cc1cccnc1)CC1CCN(C2CCCC2)CC1,1
CCCCOc1cccc(C(=O)N(Cc2ccc(Cl)cc2)C2CCS(=O)(=O)C2)c1 (stereo unspecified),6
c1ccc(OCc2noc(-c3ccc(N4CCOCC4)nc3)n2)cc1,1

# Some of these compounds in order of heavy-atom count, smallest number first:
SMILES,ROC1-CUL1 inh
NC1=Nn2c(nnc2-c2ccccc2)SC1,-3
Cc1cccc(C(=O)Nc2cc(-c3cccc(C)c3)[nH]n2)c1,2
CC(C)CC(=O)NC1(C(F)(F)F)C(=O)N=C2C1C(=O)N(C)C(=O)N2C (stereo unspecified),-5
Cc1cccc(NC(=O)CSc2nc3ccc(NC(=O)COc4ccccc4F)cc3s2)c1,-5
O=C(Cc1ccc(F)cc1)N1CCC(C2(c3ccccn3)NC(=O)N(CC3CCCO3)C2=O)CC1 (stereo unspecified),8

# Next section
SMILES,ROC1-CUL1 inh
CCOc1ccc(NC(=O)CN2C(=O)C(c3ccccc3)=NC23CCCCCC3)cc1,-1
CCn1c(Sc2c(-c3ccccc3)c3ccc(Cl)cc3[nH]c2=O)nnc1-c1cccnc1,5
O=C(c1nc(-c2ccccc2)n(-c2ccc(Cl)cc2)n1)N1CCCCC1,-4
CCOC(=O)Cn1c(=O)oc2cc(S(=O)(=O)N3CCN(c4ccccc4F)CC3)ccc21,-1
Cn1c(=O)c2c(n(C)c1=O)[n+](C)cn2CC#N,-3
CCCN1CCN(c2cc3c(cc2F)c(=O)c(S(=O)(=O)c2ccc(Cl)cc2)cn3C)CC1,1
CCc1ccc(NC(=O)CC2C(=O)N(c3ccc(Cl)cc3)C(=O)N2Cc2cccs2)cc1 (stereo unspecified),-3
Cc1ccc(Cn2cc(S(=O)(=O)c3ccc(C)cc3)c(=O)c3cc(F)c(N4CCCC4)cc32)cc1,-1
Cc1cc(Br)ccc1NC(=O)CCS(=O)(=O)c1cccc2nonc12,-4
Cc1c(C(=O)OC2CCCCC2)[nH]c2c1C(=O)CC(c1ccc(C(C)(C)C)cc1)C2 (stereo unspecified),-3
COCCn1c(C)cc(C(=O)CSc2nc(C)cc(C)c2C#N)c1C,-1
CCn1cc(S(=O)(=O)c2cccc(Cl)c2)c(=O)c2cc(F)c(N3CCC(C)CC3)cc21,-2
C=CCSc1nc(C)c2cc(C)ccc2n1,6
Cc1cccc(-c2nnc3sc(C4CC4)nn23)c1,10
CCOC(=O)Cn1c(=N)n(CCOc2ccc(OC)cc2)c2ccccc21,6
Cc1cccc(Oc2coc3cc(OC(=O)c4cccc(Cl)c4)ccc3c2=O)c1,5
Cc1ccc(NC(=O)c2c(C)oc3ccc(O)c(CN4CCCCCC4)c23)c(C)c1,-2
COc1ccc(Cn2nnc(C(=O)Nc3cc(OC)ccc3OC)c2N)cc1,-10
CC(=O)c1ccc(N(CN2C(=O)c3ccc(Br)cc3C2=O)C(C)=O)cc1,-10
COc1ccccc1CCN1CCC(CN(C)C(=O)c2ccsc2)CC1,3

# 4 of the compounds above, field by field.
> C=CCSc1nc(C)c2cc(C)ccc2n1
- ROC1-CUL1 inh = 6

> COCCn1c(C)cc(C(=O)CSc2nc(C)cc(C)c2C#N)c1C
- ROC1-CUL1 inh = -1

> Cc1c(C(=O)OC2CCCCC2)[nH]c2c1C(=O)CC(c1ccc(C(C)(C)C)cc1)C2 (stereo unspecified)
- ROC1-CUL1 inh = -3

> CCOC(=O)Cn1c(=N)n(CCOc2ccc(OC)cc2)c2ccccc21
- ROC1-CUL1 inh = 6

# Continued.
SMILES,ROC1-CUL1 inh
Cc1c(C(=O)N=C2C(=O)N(c3ccccc3)N(C)C2C)c(-c2ccccc2)nn1-c1ccccc1 (stereo unspecified),4
O=C(NC(=S)N=C1CCN(c2ccccc2)N1)c1ccccc1,-2
CCOC(=O)C(=NC(=S)C(C)c1ccccc1)C(C)N (stereo unspecified),8
O=C(Nc1cccc(-c2nc3ncccc3o2)c1)c1cccc2ccccc12,4
CCCNC(=O)NS(=O)(=O)c1cnccc1Nc1cccc(Cl)c1,5
CC(=O)Oc1ccc(N(C(C)=O)S(=O)(=O)c2ccc(C)cc2)c2ccccc12,-10
O=S(=O)(NC1CCCCC1)c1ccc(Cl)c(S(=O)(=O)NC2CCCCC2)c1,5
COc1cc(OC)cc(C(=O)Nc2cccc(SC)c2)c1,-1
COc1cccc(CN(C)c2nccc(-c3cnn(C)c3)n2)c1,5
Cc1nc(C(=O)N2CCCC(CNS(=O)(=O)c3cccs3)C2)cs1 (stereo unspecified),-12
COc1cccc(C(=O)C2C(=O)c3ccccc3O[C@@H]2C)c1 (stereo partly specified),3
Cn1c2ccccc2c2c1c1ccncc1n2C,9
CCOc1cc(/C=N/NC(=O)CC(C)C)ccc1OCc1cccc(Cl)c1,0
Cc1ccsc1C1NC(=O)c2c(sc3c2CCN(C)C3)N1 (stereo unspecified),-2
CC1=N/C(=C\c2ccccc2)C(=O)S1,9
CC(C)C(=O)Nc1cccc(C(=O)O)c1,7
O=S(=O)(NC1CCCCC1)c1cc(Br)ccc1Br,-2
COc1ccc(OC)c(NC(=S)N2CCC(Cc3ccccc3)CC2)c1,6
CCC(=O)Nc1cc(C(=O)OCc2cccc(C(=O)OC)c2)ccc1C,-4
COc1cc(Cl)c(C)cc1NC(=O)c1ccc2c(Cl)c3c(nc2c1)CCC3,0
O=C(NCCn1cc(SCc2ccc(C(F)(F)F)cc2)c2ccccc21)c1ccccc1F,-3
CCCn1c(C)c(CC(=O)N(CC)CC)c2c1CC(C)(C)CC2=O,4
Cc1ccc(C(=O)Nc2ccc(N3CCC(NCc4scnc4-c4ccccc4)CC3)cc2)c(C)c1,4

# Look-ups from above:
# Under ROC1-CUL1 inh, Cc1ccsc1C1NC(=O)c2c(sc3c2CCN(C)C3)N1 (stereo unspecified) has the entry -2
# Under ROC1-CUL1 inh, COc1cc(Cl)c(C)cc1NC(=O)c1ccc2c(Cl)c3c(nc2c1)CCC3 has the entry 0

# High-throughput results from PubChem.

# This is a subset; rates above refer to the full screens.
